Bioassay records from PubChem BioAssay.
LRH-1 inv ag: suppresses constitutive activity of human LRH-1 | O00482 | HEK293T StAR-luciferase reporter, LRH-1 transfected, 24 h | inhibition, % at 3.6 µM | 0.13% of 360,000 active | AID 602396;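 active = inhibition above the mean inhibition of all tested compounds plus 3 SD, cut at about 73% in these data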;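 also: 0% = DMSO wells and 100% = reporter-only cells lacking LRH-1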
Target sequence (O00482 whole entry, looked up): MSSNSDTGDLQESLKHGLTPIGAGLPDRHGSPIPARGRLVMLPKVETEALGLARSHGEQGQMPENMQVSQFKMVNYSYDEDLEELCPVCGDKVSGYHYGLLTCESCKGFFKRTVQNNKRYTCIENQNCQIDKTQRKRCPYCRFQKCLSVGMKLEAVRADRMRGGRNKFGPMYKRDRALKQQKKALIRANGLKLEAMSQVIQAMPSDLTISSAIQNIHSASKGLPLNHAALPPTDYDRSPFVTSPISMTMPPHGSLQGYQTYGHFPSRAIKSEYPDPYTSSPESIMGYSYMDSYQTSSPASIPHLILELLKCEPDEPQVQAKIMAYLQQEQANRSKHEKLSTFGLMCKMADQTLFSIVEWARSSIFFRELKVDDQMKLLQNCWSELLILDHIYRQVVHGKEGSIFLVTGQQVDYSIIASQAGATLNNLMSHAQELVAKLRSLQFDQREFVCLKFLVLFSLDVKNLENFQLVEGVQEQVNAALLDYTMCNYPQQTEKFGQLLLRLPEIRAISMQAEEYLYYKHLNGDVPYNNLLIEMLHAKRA
LMP1 NFkB inh: inhibitors of Epstein-Barr LMP1-induced NF-kappaB reporter; AID 504558; 0.69% of 350,000 active; LMP1-induced NF-kappaB luciferase reporter cells, luminescence; inhibition, % at 12.5 µM; in the data active = inhibition above about 41%;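 also: 0% = neutral control wells and 100% = reference inhibitor control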
NCOA2 inhibitor: inhibits human steroid receptor coactivator 2; Q15596; HEK293 GAL4-SRC2 luciferase reporter, luminescence; inhibition, % at 9 µM; 0.17% of 370,000 active; AID 651957;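 active = inhibition above the mean inhibition of all tested compounds plus 3 SD, set per campaign, cut at about 52% in these data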;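 also: 0% = DMSO treated cells and 100% = cells given Gossypol at 36 µM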
NCOA3 inh: inhibits human SRC3 coactivator | Q9Y6Q9 | HEK293 GAL4-SRC3 luciferase reporter, luminescence | inhibition, % at 3.6 µM | 0.17% of 360,000 active;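 active = inhibition above a per-campaign cutoff, the mean of all compounds plus 3 SD, cut at about 60% in these data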;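 also: 0% = DMSO-treated cells and 100% = gossypol-treated cells at 36 µM; higher means less SRC3-driven luciferase light from the GAL4 reporter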
TLR9-MyD88 block: TLR9-MyD88 interaction inhibition | inhibition, % at 4.98 µM | CHO BLA complementation TLR9-MyD88, CCF4 FRET ratio | 0.21% of 340,000 active;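 active = inhibition above the mean over all tested compounds plus 3 SD, cut at about 21% in these data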;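 also: 0% = DMSO only wells and 100% = clavulanate BLA inhibitor control wells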
TWEAK Fn14 block: blocks TWEAK-Fn14 interaction in a reporter cell assay; 2% of 360,000 active; inhibition, % at 10 µM; TWEAK-stimulated Fn14 reporter cells, luciferase luminescence, 8 h; in the data active = inhibition above about 50%
COUP-TFII inh: inhibitors of human COUP-TFII (NR2F2) | P24468 | HEK293T NGFI-A luciferase reporter, luminescence | inhibition, % at 8.6 µM | 0.7% of 370,000 active | AID 686940;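 active = inhibition above a per-plate cutoff, mean inhibition of test wells between control levels plus 3 SD, cut at about 38% in these data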;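 also: cells cotransfected with COUP-TFII expression vector driving the NGFI-A reporter; 0% = median of COUP-TF2 test wells and 100% = reporter-only cells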
C8 TRAIL sens: caspase-8 TRAIL sensitization | AID 624354 | inhibition (viability loss, TRAIL sensitization), % at 10 µM | 1% of 360,000 active | NB7+C8 cells + TRAIL, ATPlite viability luminescence;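 active = compounds causing at least 50% loss of cell viability in the single-dose screen, relative to plate controls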
NOD2 RIPK2 PPI: inhibitors of human NOD2-RIPK2 interaction. O43353. CHO BLA complementation NOD2-RIPK2, CCF4 ratio. inhibition, % at 4.98 µM. 0.38% of 360,000 active; in the data active = inhibition above about 21%;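 also: 0% = vehicle only and 100% = reference blocker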
Target sequence (O43353 whole entry, looked up): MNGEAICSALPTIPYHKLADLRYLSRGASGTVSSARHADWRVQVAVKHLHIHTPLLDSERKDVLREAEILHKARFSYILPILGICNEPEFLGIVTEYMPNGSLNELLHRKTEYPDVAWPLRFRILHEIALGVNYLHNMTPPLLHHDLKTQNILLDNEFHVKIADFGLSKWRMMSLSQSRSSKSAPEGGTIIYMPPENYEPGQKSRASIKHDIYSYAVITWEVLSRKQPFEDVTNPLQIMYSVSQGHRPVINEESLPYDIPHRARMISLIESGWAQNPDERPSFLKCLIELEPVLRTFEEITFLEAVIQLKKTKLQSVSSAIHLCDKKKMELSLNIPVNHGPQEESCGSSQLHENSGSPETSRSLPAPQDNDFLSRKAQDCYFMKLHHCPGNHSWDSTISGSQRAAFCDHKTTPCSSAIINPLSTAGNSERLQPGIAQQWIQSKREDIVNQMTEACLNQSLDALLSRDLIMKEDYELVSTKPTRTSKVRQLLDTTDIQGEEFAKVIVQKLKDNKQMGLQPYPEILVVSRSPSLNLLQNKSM
SRC1 inh: human NCOA1 inhibition; inhibition, % at 3.6 µM; HEK293 GAL4-SRC1 luciferase reporter, luminescence; Q15788; 0.12% of 360,000 active; AID 588354;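 active = inhibition above the campaign mean plus 3 SD, with each screening campaign given its own cutoff, cut at about 60% in these data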;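 also: 0% = DMSO treated cells and 100% = gossypol at 36 µM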
TROY NFkB inh: inhibitors of TROY-dependent NF-kB signaling | 0.98% of 360,000 active | inhibition, % at 10 µM | Q293 LMP1-TROYcd NF-kB luciferase reporter, 4 h;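 active = compounds whose plate-normalised and pattern-corrected inhibition of the luciferase reporter signal at the single screening dose is 50% or more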
* hit, by the source's call; . = not tested or not shown.

SMILES | LRH-1 inv ag | LMP1 NFkB inh | NCOA2 inhibitor | NCOA3 inh | TLR9-MyD88 block | TWEAK Fn14 block | COUP-TFII inh | C8 TRAIL sens | NOD2 RIPK2 PPI | SRC1 inh | TROY NFkB inh
Cn1c(CNc2ccccc2)nc2ccccc21 | -49.3 | -42.6 | -34.6 | -43.5 | -5.4 | -10.6 | -34.4 | -0.7 | -0.9 | -54.5 | -37.6
COc1ccc(-n2c(C)cc(SC)c(C(C)=O)c2=S)cc1 | 5.6 | 4.7 | -18.8 | 6.1 | -3.9 | 8.8 | -6.9 | -4.7 | -4.5 | -11.4 | -22.6
COCCN1CCCC(CNCc2cn(C)nc2-c2ccc(Oc3ccccc3)cc2)C1 (configuration not stated) | -9.3 | -12.3 | -27.4 | 8.8 | -4.6 | -17.6 | 0.6 | 0.1 | 1.9 | -6.0 | 1.0
CCCCCCCCNc1ncnc2[nH]ncc12 | 12.5 | 11.4 | 10.6 | 11.5 | -2.0 | 11.5 | 38.5* | 13.6 | -4.9 | 25.1 | 10.2
CCC(C)C(NC(=O)c1ccccc1NC(=O)c1ccco1)C(=O)O (configuration not stated) | -5.0 | -19.4 | -16.0 | 1.3 | -3.4 | -12.1 | 8.1 | -4.9 | -2.4 | 4.1 | -5.5
CCN(CC)C(=O)c1cccc(-c2csc(C(NC(C)=O)c3ccccc3)n2)c1 (configuration not stated) | 10.4 | . | -20.3 | 11.2 | . | -14.9 | -5.6 | -16.7 | -9.9 | 2.8 | -7.1
COc1ccc(CCN(C)CCN2C(=O)c3ccccc3C2=O)cc1OC | -9.6 | 11.5 | -9.6 | 16.5 | -6.6 | -12.8 | 6.5 | -7.8 | 3.0 | -30.4 | -11.6
CCOc1ccc(-c2cn3ccccc3n2)cc1[N+](=O)[O-] | -105.9 | -19.1 | -72.7 | -91.8 | -7.7 | -31.1 | -86.4 | 52.2* | -9.5 | -68.8 | -55.5
COc1ccc(NC(=O)CSc2n[nH]c(=O)n2C2CC2)cc1OC | -0.8 | -3.8 | 15.2 | -9.0 | -5.2 | -0.2 | -0.3 | -14.0 | -6.8 | -5.6 | -10.6
Cc1ccccc1CS(=O)(=O)CCC(=O)NCCCN1CCN(c2ccccc2F)CC1 | 6.2 | -0.6 | -12.7 | -9.9 | -4.5 | -34.4 | -0.9 | 3.9 | 4.2 | -32.9 | -43.4
COc1cccc(-c2c(-c3cc(OC)cc(OC)c3)n(C)c3ccc(-c4cnc(OC)nc4)cc23)c1 | -5.6 | -29.1 | -11.3 | -1.1 | -12.1 | -80.3 | 3.8 | 14.1 | -1.6 | -10.3 | -11.6
Cc1cccc(NC(=O)c2cccc(N3C(=O)CCC3=O)c2)c1 | -0.5 | 12.6 | -3.6 | -2.5 | 3.0 | -16.7 | 10.0 | -1.8 | 0.9 | -5.5 | -43.9
CC(C)(C)c1ccc(S(=O)(=O)NC(=O)C2(C)CCN2C(=O)C2(c3ccc(Cl)cc3)CC2)cc1 (configuration not stated) | 18.3 | . | -8.8 | -25.4 | . | 8.2 | 8.3 | -9.3 | -6.7 | 10.0 | 10.1
COc1ccc(-c2c3c(cc(C)[n+]2[O-])oc2ccc(OC)cc23)cc1 | 29.5 | 21.1 | -18.1 | 8.0 | -2.7 | -23.4 | -1.0 | 16.8 | -0.1 | -2.7 | -11.2
CC1CCN(CCCCOc2ccccc2[N+](=O)[O-])CC1 | -10.4 | -2.8 | -7.2 | -15.3 | -5.0 | 1.7 | 13.1 | -20.6 | 0.0 | 1.0 | 3.1
CC(C)(C)C(=O)NC(=S)Nc1ccc(Cc2ccncc2)cc1 | 18.8 | 19.7 | 18.7 | 9.0 | -2.9 | 13.6 | 14.9 | 6.0 | 1.8 | 18.3 | 8.9
COc1ccc(-c2nn(-c3ccccc3)cc2CN2CCCO2)c(F)c1 | -3.1 | 3.9 | 0.0 | 13.1 | -8.6 | 42.4 | 1.0 | -11.6 | 10.1 | 10.3 | -17.1
CCOC(=O)C1CCCN(C(=O)Cn2nc(C)c3c(C)n(-c4ccccc4)nc3c2=O)C1 (configuration not stated) | 6.7 | 5.5 | -26.8 | 18.0 | -3.3 | 9.8 | -0.2 | -3.4 | -19.5 | 7.3 | -4.3
O=C(NCCCN1CCOCC1)c1ccc(Cl)cc1Cl | 2.1 | -3.5 | -13.3 | 0.5 | -2.8 | 11.2 | -23.7 | -3.0 | 1.5 | -3.2 | -20.1
CCCCCCN(C(=O)CCl)c1ccccc1 | 29.7 | 6.6 | 14.8 | 0.1 | 7.5 | 31.7 | 7.8 | 95.6* | -3.3 | -6.1 | -5.3

Next section; the last 2 above are carried over.
SMILES | LRH-1 inv ag | LMP1 NFkB inh | NCOA2 inhibitor | NCOA3 inh | TLR9-MyD88 block | TWEAK Fn14 block | COUP-TFII inh | C8 TRAIL sens | NOD2 RIPK2 PPI | SRC1 inh | TROY NFkB inh
O=C(NCCCN1CCOCC1)c1ccc(Cl)cc1Cl | 2.1 | -3.5 | -13.3 | 0.5 | -2.8 | 11.2 | -23.7 | -3.0 | 1.5 | -3.2 | -20.1
CCCCCCN(C(=O)CCl)c1ccccc1 | 29.7 | 6.6 | 14.8 | 0.1 | 7.5 | 31.7 | 7.8 | 95.6* | -3.3 | -6.1 | -5.3
CCCOC(=O)c1c(NC(=O)c2cnn3c2NC(c2ccccc2)CC3C(F)(F)F)sc2c1CCCC2 (configuration not stated) | -20.6 | 2.0 | 1.0 | 8.7 | -3.2 | -4.5 | 10.1 | 6.7 | 2.4 | -2.5 | 4.8
O=C(Nc1ccc(Cl)cc1)Nc1nnc(CSCc2ccccc2)s1 | 5.7 | 21.5 | -16.5 | 27.2 | -12.0 | 24.7 | -6.8 | 15.8 | 2.0 | 12.1 | -7.3
COC(=O)c1ccccc1NC(=O)c1cc2ncc(Br)cn2n1 | 12.9 | -9.3 | -9.9 | -18.5 | 0.5 | -18.4 | -5.1 | -3.4 | -7.3 | -19.0 | 2.9
CC1Cc2ccccc2N1C(=O)CCNS(=O)(=O)c1cccc2nsnc12 (configuration not stated) | -7.5 | -1.2 | 8.5 | 6.0 | -5.9 | 11.9 | 3.8 | -14.7 | -3.6 | 1.6 | 2.6
Cc1nn(CC(=O)NCCCc2ccccc2)c(C)c1[N+](=O)[O-] | -2.4 | -10.8 | 0.9 | 12.3 | 3.7 | 17.8 | -6.8 | -3.8 | -10.5 | 13.2 | 10.1
CC(C)c1ccc(C(C)NC(=S)NC2CCCCC2)cc1 (configuration not stated) | -11.0 | 5.4 | 1.1 | -3.1 | -2.9 | 22.6 | 7.9 | 6.6 | -2.6 | 15.3 | 40.4
CCCN(CCC)CCCNC(=O)CN1C(=O)CSc2ccc(S(=O)(=O)N3CCOCC3)cc21 | 5.6 | -14.7 | 5.6 | 17.4 | 6.3 | -10.4 | -0.9 | -4.4 | 2.9 | 7.0 | -12.3
Cc1ccc(S(=O)(=O)Nc2cc(C)c(O)c(Sc3n[nH]c(C)n3)c2)cc1 | 1.1 | -6.3 | 6.6 | -5.8 | -7.8 | 5.1 | 12.8 | -1.4 | 2.0 | -6.4 | 14.2
O=C(NCc1ccco1)/C(=C\c1ccc(F)cc1)NC(=O)c1ccco1 | -7.2 | 2.2 | -17.1 | 20.1 | 4.8 | 3.2 | 10.7 | 7.9 | 3.0 | 2.9 | 10.8
CC(=O)Nc1ccc(C(=O)N/N=C/c2ccncc2)cc1 | 5.8 | -3.7 | -13.4 | 12.8 | -2.5 | -2.1 | 7.9 | -1.1 | 0.1 | -16.5 | -3.4
Cc1ccc(-c2csc(NC(=O)c3ccc(-c4ccccc4)cc3)n2)o1 | -130.0 | -2.1 | . | -25.1 | -5.2 | 67.5* | . | 65.7* | 9.1 | -13.5 | 48.6
Cc1cccc(C(=O)NNC(=O)C(=O)NC(C)(C)C)c1 | -18.7 | 3.7 | 16.7 | 11.2 | -1.1 | 0.6 | -8.0 | 1.0 | 3.8 | -14.2 | -1.8
C=C(C)Cn1c2ccc(NC(=O)NCC)cc2c(=O)n1C | 1.2 | . | -16.3 | -20.6 | . | 3.3 | 7.4 | -8.4 | 1.8 | -9.5 | -8.4
Cc1ccc(NC(=O)CN(C)C(=O)C2COc3ccccc3O2)cc1 (configuration not stated) | -6.5 | -0.8 | 11.2 | 9.3 | -3.4 | 13.9 | -5.9 | -1.1 | 3.2 | -10.7 | -6.6
COc1ccccc1C1C(C(N)=O)=C(C)Nc2nc(-c3ccc(Cl)cc3)nn21 (configuration not stated) | 10.9 | 4.2 | -18.0 | 14.3 | 1.3 | -15.7 | -5.8 | -6.7 | -0.8 | -35.2 | 2.5
CC(C)CC(=O)Nc1ccccc1-c1nnn(CC(=O)N2CCOCC2)n1 | 11.9 | 3.8 | 10.2 | 15.8 | -4.5 | -18.2 | 13.1 | 9.8 | 0.7 | 7.0 | 7.5
CC(=O)N/N=C/C1=CCC2CC1C2(C)C (configuration not stated) | 19.1 | -2.2 | -17.9 | 3.4 | 12.8 | 10.1 | 13.9 | -2.1 | -6.9 | -2.6 | 3.8
Cc1cc(C)c2c(C)c(C(=O)Nc3c(C)n(C)n(-c4ccccc4)c3=O)oc2c1 | -14.9 | -3.2 | -2.1 | 7.6 | -5.2 | 14.7 | -1.5 | 22.1 | -13.1 | -38.2 | 11.4
Fc1ccc(NC(=S)N2CCOCC2)c(F)c1 | -6.0 | -1.9 | -8.2 | 3.6 | 4.0 | 26.9 | -6.5 | -12.2 | 3.5 | -45.2 | 6.8
CN(CC(=O)Nc1c(Cl)cccc1Cl)C(=O)c1ccccc1SCC(=O)N1CCCC1 | -4.6 | 0.4 | -5.2 | 16.3 | -4.3 | -1.6 | -4.2 | -18.3 | -9.4 | -42.5 | 5.3
CN(C)c1ccc(/C=C(\NC(=O)c2ccccc2)C(=O)NCc2cccnc2)cc1 | 3.9 | 2.7 | 0.8 | -21.3 | 4.1 | 20.5 | 6.7 | -8.2 | -8.6 | -1.7 | 15.3
O=C(O)CC/C(=N/NC(=O)c1cn(-c2ccccc2)nc1-c1ccccc1)C(=O)O | 4.4 | 7.8 | -34.1 | 5.1 | -2.8 | -1.6 | -2.4 | -0.2 | 2.8 | 0.8 | -9.8
Cc1[nH]n(-c2ccccc2)c(=O)c1C=NCC1CCCO1 (configuration not stated) | 2.2 | -9.8 | -6.8 | -15.5 | 26.2* | -1.2 | 2.7 | 2.5 | -4.5 | -25.7 | -0.6
O=C(CCNC(=O)C1CCN(S(=O)(=O)c2ccccc2)CC1)NCc1cccnc1 | -6.6 | -9.2 | 1.8 | -21.0 | 9.7 | -10.8 | 13.7 | -14.4 | -7.4 | 6.0 | 7.3
CN(C)c1cccc(C(=O)NNC(=S)NC2CC3CCC2C3)c1 (configuration not stated) | -33.8 | 2.9 | -25.8 | -24.6 | 2.7 | -17.3 | -7.4 | 4.0 | -1.8 | -39.9 | -43.4
CCCn1c(=O)[nH]c(=O)c2c(C(F)(F)F)cc(-c3ccc(C)cc3)nc21 | 16.4 | 0.1 | -30.4 | 9.7 | 3.1 | -5.5 | -5.1 | -1.1 | -6.7 | -0.4 | 10.7
CC1CCN(CCCNC(=O)c2ccc(CSCc3cccc(Cl)c3)o2)CC1 | -17.8 | -13.2 | 0.3 | -13.1 | -4.2 | -10.8 | 6.6 | 20.9 | 3.2 | -3.6 | -4.2

An excerpt (hit frequency here may not be typical).
